# HepG2 tox – kills HepG2 cells in TGF-b inhibitor counter-screen; HepG2 CAGA-GFP viability, ATP luminescence, 18 h; Potency, µM (titrated, usually from 46.1 µM), for inactives: top-dose activity change, negative = cytotoxicity, actives largely listed as cytotoxic; 410,000 tested, 0.76% active; AID 588856; further: potency means the concentration at half of the fitted maximal effect; some results filed as inactive show a strong effect at the top dose
#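 HepG2 CAGA-GFP cells (1000/well, DMEM with 1% FBS) received compound, then TGF-beta at 500 pg/mL final, and were incubated 18 hours at 37 degrees C. Viability was read by CellTiter-Glo luminescence. Media-only wells were set as complete cell-killing and DMSO as no toxicity.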
# IL-1B inflam inh – inflammasome signaling inhibition, IL-1 beta readout. AID 743279. THP-1 LPS/ATP IL-1B secretion, AlphaLISA, 16 h; stronger effect = lower value. activity change, % at 57.5 µM. 360,000 tested, 4.7% active; in the data active means activity change below about -50%; inconclusive means mostly about -30% to -49%; further: on the % scale 0 is the no-effect control and ±100 the full control effect
#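 THP-1 cells pretreated 1 hr with compounds (up to 57.5 uM final), then stimulated with LPS (250 ng/mL final) plus ATP (1.25 mM final); secreted IL-1B measured by AlphaLISA after 16 hr, decreased signal indicating inhibition.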
# ATXN viability – cell viability loss in ATXN counter-screen. S2 cells (HEK-293 line with an ATXN2-luciferase reporter) viability, CellTiter-Fluor protease fluorescence, 24 h. Potency, µM (top dose mostly 56.7 µM), most hits filed as cytotoxic. 400,000 tested, 0.49% active. AID 651635; further: potency means the concentration at half of the fitted maximal effect; nearly all actives have a fitted effect of over 40% in size
# MCF10A rereplic – inducers of DNA re-replication in MCF 10A breast cells; MCF 10A DNA re-replication, Hoechst nuclear intensity, 48 h; Potency, µM (top dose mostly 46.1 µM), inactives show at the top dose activity, positive = re-replication, actives largely listed as activators; 350,000 tested, 2.9% active; AID 624296; further: potency means the concentration at half of the fitted maximal effect; % of control where 0% means no effect; nearly all actives have a fitted effect of over 50% in size
# HT1080 IDH1KD tx – HT-1080 IDH1 knockdown cell toxicity (counter line); HT-1080 IDH1 knockdown viability, ATP luminescence, 48 h; Potency, µM (titrated, usually from 46.1 µM), for the others: at the top dose activity, negative = toxicity, hits mostly cytotoxic; AID 686971; 360,000 tested, 2% active;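 further: potency means the concentration at half of the fitted maximal effect; 0% = DMSO wells and -100% = cell-free medium wells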
#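 Knockdown cells (IDH1KD HT-1080) received compounds 2 h after plating at 750 cells/well and were kept 48 h at 37 °C in 5% FBS RPMI. A CellTiter-Glo luminescence read gave % activity for curve fitting.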
# SW480 rerep – induces DNA re-replication in SW480 colon adenocarcinoma cells | Potency, µM (doses to about 46.1 µM), without a hit: at the top dose re-replication activation, most hits filed as activators | 340,000 tested, 1.8% active | SW480 DNA re-replication, Hoechst DNA content imaging, 48 h; further: potency means the concentration at half of the fitted maximal effect; % of control where 0% means no effect; nearly all actives have a fitted effect of over 55% in size
#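 SW480 cells exposed to compounds for 48 hr at 37 C, 5% CO2, then Hoechst-stained 40 min. Nuclear DNA content imaged by fluorescence scanning (405 nm excitation, 500-530 nm emission); re-replication scored as increased high-intensity nuclei.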
# HT1080NT lethal – kills 2HG-producing HT-1080-NT fibrosarcoma cells. Potency, µM (titrated, usually from 46.1 µM), without a hit: top-dose activity, negative = less viability, hits mostly cytotoxic. 360,000 tested, 1.6% active. HT-1080-NT fibrosarcoma viability, CellTiter-Glo ATP luminescence, 48 h;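 further: NT is the 2HG producing partner of a matched IDH1 knockdown line; potency means the concentration at half of the fitted maximal effect; 0% = DMSO-treated cells and -100% = media-only wells without cells; nearly all actives have a fitted effect of over 55% in size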
#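 HT-1080-NT; 750 cells/well; 5% FBS RPMI; 48 h compound, 37 degrees C; CellTiter-Glo luminescence; curve fitting and curve-class assignment.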
# KB-3-1 tox – kills parental KB-3-1 adenocarcinoma cells | Potency, µM (doses to about 46.1 µM), inactives show top-dose activity change, negative = cytotoxic, hits mostly cytotoxic | KB-3-1 viability, CellTiter-Glo ATP luminescence, 72 h | 400,000 tested, 1.4% active | AID 1347075; further: potency means the concentration at half of the fitted maximal effect; on the % scale 0 is the no-effect control and ±100 the full control effect; nearly all actives have a fitted effect of over 60% in size
#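 Multi-concentration cytotoxicity screen in KB-3-1 cells grown in DMEM lacking phenol red with 10% FBS. After 72 h at 37 °C with compound, ATP-dependent luminescence was recorded.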
# ATXN2 expr inh – reduces ATXN2 reporter expression in HEK-293 cells | HEK-293 ATXN2-luciferase reporter, luminescence, 24 h | Potency, µM (doses to about 57 µM), for the others: top-dose activity change, negative = inhibition, most hits filed as inhibitors | 360,000 tested, 0.72% active; further: potency means the concentration at half of the fitted maximal effect; on the % scale 0 is the no-effect control and ±100 the full control effect; nearly all actives have a fitted effect of over 55% in size
#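 ATXN2-luciferase reporter cells (luciferase flanked by upstream and downstream ATXN2 gene portions) were treated 24 h at 37 °C with compounds at up to 57 uM. SteadyGlo luminescence gave expression; GF-AFC fluorescence gave viability.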
# Numbers without * were called inactive; i = inactive; u = inconclusive; x = no result given; & = joins results of further samples; [ ] = another dose, or the depositor's remark. Unless noted, the call rests on the fitted dose curve; in most records, active means well fitted curve in the direction sought with a large enough effect; inconclusive means small, poorly fitted or top-dose-only effect, or another doubt; inactive means no such curve, though single readings can be large; an effect the other way counts as inactive or inconclusive.
Molecule | HepG2 tox | IL-1B inflam inh | ATXN viability | MCF10A rereplic | HT1080 IDH1KD tx | SW480 rerep | HT1080NT lethal | KB-3-1 tox | ATXN2 expr inh
COc1cccc(-c2cc3nc4c(c(NCC(C)(C)CN(C)C)n3n2)CCCC4)c1 | -46% | x | u | u | u | u | u | -6% | -11%
CCn1cc(CNC(=O)CC2C(=O)NCCN2CC(c2ccccc2)c2ccccc2)cn1 (stereo unspecified) | 6% | 14 | i | 0% | 10% | -157%[inhibitor] | 11% | 5% | x
COc1ccc(NC(=O)c2cc(-c3ccc(OC)c(OC)c3)on2)cc1OC | -3% | -1 | i | 2% | 2% | -7% | 12% | -5% | 6%
COc1ccc(OC)c(C(C(=O)NC2CCCCC2)N(C(=O)c2ccccn2)c2cccnc2)c1 (stereo unspecified) | -10% | -7 | i | -10% | 0% | -66%[inhibitor] | -21% | -1% | 8%
CCN1CCCC1CN(Cc1cc2ccc(C)cc2[nH]c1=O)C(=S)Nc1cccc(OC)c1 (stereo unspecified) | -33% | -77* | i | 15% | 18µM* | u | u | 0% | -9%
O=S(=O)(Cc1ccccc1)N1CCN(Cc2ccc(Br)cc2)CC1 | -3% | u | i | 1% | -19% | 13% | -14% | 11% | -18%
O=C(COC(=O)c1ccccc1Nc1ccccc1)NCc1ccco1 | -32% | u | i | u | -1% | u | -7% | -4% | 3%
COc1ccc(Nc2nc3cc(C)ccc3cc2C#N)cc1 | -19% | 29 | i | 3% | -13% | -4% | -8% | -7% | 2%
CCCCn1nnnc1C1(C)CCC(=O)N1Cc1cccs1 (stereo unspecified) | x | 15 | i | x | 4% | x | 9% | 9% | 12%
COc1ccccc1-c1nc2c3ccccc3nc(=S)n2[nH]1 | -72% | 0 | i | 7% | -9% | 7% | 1% | 15% | -9%
Cc1cc(C(F)(F)F)nc(SCC(=O)NC2CCCCC2)n1 | 3% | -17 | i | 6% | -3% | -4% | -7% | -3% | -9%
COc1ccc(CCC(=O)N2c3ccccc3N=C(c3ccc(C(F)(F)F)cc3)C2C(=O)NC(C)(C)C)cc1 (stereo unspecified) | x | -10 | x | x | -24% | x | -21% | u | x
Cc1ccc(C)c(OCC(=O)NCC2COc3ccccc3O2)c1 (stereo unspecified) | -22% | 0 | i | 9% | 17% | -13% | 14% | 13% | -18%
OC(c1ccc(F)cc1)c1nc(-c2ccc(F)c(Cl)c2)cs1 (stereo unspecified) | -68% | -11 | u | x | u | x | u | 0% | -16%
O=C(Cc1ccc(F)cc1)NC1CCSC1=O (stereo unspecified) | 0% | 2 | i | -10% | 10% | -2% | -11% | u | 14%
CSc1ccc(NC(=O)Nc2ccccc2C(N)=O)cc1 | -35% | 0 | i | -1% | -5% | -1% | 0% | -2% | x
CCC(=O)Nc1ccc(C(=O)Nc2ccc(OC)cc2[N+](=O)[O-])cc1 | 3% | 11 | u | 5% | u | -11% | u | 20% | 0%
COc1ccc2cc(S(=O)(=O)c3ccccc3)c(=O)oc2c1 | -21% | u | i | u | -20% | u | u | -19% | x
CN(CC(=O)Nc1ccc(N2CCOCC2)cc1)C(=O)CSc1ccc(F)cc1 | -19% | 0 | i | 6% | -2% | 25% | -6% | 0% | -3%
Cc1cccc(CN2CCC(CNC(=O)Nc3ccc(F)c(Cl)c3)CC2)c1 | -70% | -107* | i | u | 15µM* | u | 16µM* | u | -33%
O=C(Nc1ccc(Oc2ncccn2)cc1)c1ccco1 | -1% | -2 | i | -2% | 5% | -2% | -1% | -8% | 11%
COc1ccc(C(C(=O)NC2CCCC2)N(Cc2ccc(C)cc2)C(=O)c2ccn[nH]2)cc1OC (stereo unspecified) | -10% | 14 | i | -1% | -5% | -3% | 3% | 7% | -11%
C/C(=N\NC(=O)C1COc2ccccc2O1)c1cc2ccccc2o1 (stereo unspecified) | -3% | 0 | u | -2% | 13% | -2% | 7% | 11% | 20%
COCCNC(=O)C1CCC(CNS(=O)(=O)c2ccc(F)cc2)CC1 (stereo unspecified) | -2% | 3 | i | 0% | 0% | -7% | 13% | 7% | x
O=C(N/N=C/c1ccc2c(c1)OCO2)c1cc(-c2ccccc2Cl)nc2ccccc12 | -5% | 24 | i | u | 10% | 20% | -1% | 12% | 0%
COC(=O)C(Cc1c[nH]c2ccccc12)N1CCS(=O)(=O)CC1 (stereo unspecified) | 3% | 10 | i | 0% | 9% | -3% | 2% | 15% | -17%
COc1ccc2c(CNCc3cccs3)c(C(=O)O)n(Cc3ccc(C)cc3)c2c1 | 14% | x | i | x | x | x | x | -10% | 8%
Cc1ccc(S(=O)(=O)NC(=O)c2cccc(N(C)C)c2)cc1 | 3% | -7 | i | 1% | 15% | -8% | 7% | -19% | 13%
CCCN(CC(=O)Nc1ccccc1C)C(=O)c1ccc(NC2CC2)c([N+](=O)[O-])c1 | -21% | -13 | u | -15% | -6% | -60%[inhibitor] | -8% | 6% | 3%
CC[C@]12C(=O)N(C)C[C@H]([C@@H]3C(=O)N(Cc4ccccc4)C(=O)[C@@H]31)N2C(=O)c1ccc(C(C)(C)C)cc1 | -8% | 19 | i | 2% | 5% | 3% | 5% | 2% | -4%
C=CCN1C(=O)/C(=C/c2ccc(O)cc2)S/C1=N/c1nccs1 | -45% | u | x | 23µM* | u | 5% | -26% | 9% | -9%
CC(=O)c1cccc(N(C(=O)CNC(=O)c2ccco2)C(C(=O)NCc2ccco2)c2ccccc2)c1 (stereo unspecified) | 3% | -5 | i | 7% | 6% | -3% | -10% | 2% | x
COc1cccc(-c2cc(C(=O)Nc3ccc4c(c3)OCO4)no2)c1 | -4%&-1% | -13 | u | 12% | -12% | 2% | -9% | -2%&17% | -19%&-19%
COC(=O)c1ccc(C(=O)OC)c(NC(=S)N2CCN(C)CC2)c1 | 0% | 9 | i | 2% | 3% | -10%[1.84 µM] | 11% | -3% | 1%
NC(N)=NS(=O)(=O)c1ccc(NC(=S)Nc2ccc(F)cc2)cc1 | -9% | 8 | i | 0% | 0% | -8% | -7% | 0% | x
COc1ccc(CCNC(=O)CN2C(=O)COc3ccc(S(=O)(=O)N4CCCC4)cc32)c(OC)c1 | 0%&-18% | -29 | i | -1% | 9% | -1% | -1% | -10% | 10%
COc1ccc(NS(=O)(=O)c2cc(NC(=O)[C@H](C)NC(N)=O)ccc2N2CCCC2)cc1 | 4% | 10 | i | 18% | -4% | -4% | 0% | 0% | -3%
CC(Cc1ccccc1)NC(=O)c1cc2ccccc2o1 (stereo unspecified) | -3% | -20 | i | -2% | 21% | -3% | 3% | u | 67%[activator]
Cc1ccc(C)c(NC(=O)CN(C)C(=O)c2ccccc2OCc2ccc(Cl)cc2)c1 | -9% | -68* | u | u | -21% | 0% | u | -21% | 0%
O=C(c1ccco1)N1CCN(C2CN(C3CCCC3)S(=O)(=O)C2)CC1 (stereo unspecified) | 13% | 21 | i | x | 4% | x | -1% | 0% | 14%
Cc1nc2ccccc2n1C(c1cccnc1)c1nc2ccccc2[nH]1 (stereo unspecified) | x | 6 | x | x | 4% | x | 1% | 10% | x
Cc1cc(C)n(C(=O)CCN2C(=O)c3ccccc3C2=O)n1 | -9% | 5 | i | 12% | u | -5% | 0% | -11% | -15%
Cc1ccccc1Nc1nc(N)[nH]c(=O)c1N=O | 1% | 54 | i | x | u | x | u | 0% | -19%
O=C(Cc1ccccn1)c1ccncc1 | 1% | -15 | i | u | 5% | -1% | -1% | 0% | 0%
Cn1c(=O)oc2cc(S(=O)(=O)CCC(=O)NCc3ccc(Cl)cc3)ccc21 | 2% | x | i | x | x | x | x | 19% | 6%
O=C(O)c1ccc(CNCc2ccc(Cl)cc2Cl)cc1 | -2% | 23 | i | -3% | 16% | -1% | 13% | 17% | 1%
COc1cccc(NC(=O)NCc2c(-c3ccccc3)noc2C)c1 | -2% | 19 | i | -4% | 8% | -5% | -2% | -7% | -11%
CC1(C)Cc2nc3n[nH]c(N)c3cc2CO1 | 3% | -2 | i | 13% | 13% | 3% | 3% | 9% | 2%
NC(=O)COc1ccc(-c2noc(COc3ccc(Cl)cc3)n2)cc1 | -2% | x | i | x | x | x | x | -18% | -11%
CCOC(=O)C1=C(CN2CCN(c3ccc(Cl)cc3)CC2)NC(=O)NC1c1ccc(OC)cc1 (stereo unspecified) | -8% | x | i | x | x | x | x | u | -13%

# Remaining list, next part
Molecule | HepG2 tox | IL-1B inflam inh | ATXN viability | MCF10A rereplic | HT1080 IDH1KD tx | SW480 rerep | HT1080NT lethal | KB-3-1 tox | ATXN2 expr inh
CC(=O)/C(=N\Nc1ccccc1)Oc1ccc(Br)cc1 | -9% | x | x | u | -3% | 1% | 2% | -17% | -19%
CCN(CC)C(=O)C(=O)N/N=C/c1ccc(F)cc1 | -1% | 0 | i | 3% | 5% | 3% | 6% | 8% | 3%
CC1CCCCN1Cc1nc2c(c(=O)n(C)c(=O)n2C)n1CCCc1ccccc1 (stereo unspecified) | -8% | -12 | i | 20% | 1% | 3% | -3% | -1% | -2%
Cc1ccc(S(=O)(=O)N(C)C)cc1NC(=O)Nc1ccccc1F | -10% | -8 | i | 1% | -3% | -24% | -4% | -3% | -2%
CCOC(=O)c1cc(-c2ccc(N)cc2)sc1N | -18% | u | i | u | u | 7% | -8% | 4% | 17%
Cc1ccc(C)c(NC(=O)CN(C)C(=O)c2ccc(-c3cccc(C(F)(F)F)c3)o2)c1 | 4% | -16 | u | 20% | 5% | -3% | -3% | -6% | -18%
CCCOc1ccc(-c2nc(C#N)c(N3CCN(CC)CC3)o2)cc1 | 0% | -60* | i | u | -1% | -1% | -8% | -3% | 0%
CC(C)CN1C(=O)NC(NS(=O)(=O)c2ccc(N)cc2)(C(F)(F)F)C1=O (stereo unspecified) | 17% | 8 | i | 1% | 22% | 0% | 11% | 20% | -2%
COc1ccc(N2CCN(C(=O)c3ccc4c(c3)NC(=O)C(CSCc3ccccc3F)N4)CC2)cc1 (stereo unspecified) | -4% | 5 | i | x | u | x | u | 5% | x
Clc1ccccc1-c1nnc(-c2cccnc2)o1 | -1% | 4 | i | -1% | 8% | -10% | 19% | 2% | x
